Efflux pump mplx = inhibitors of Candida antifungal efflux pumps expressed in yeast; S. cerevisiae Candida pump triplex, Nile Red efflux; inhibition, % at 10 µM; 330,000 compounds, 0.44% hits; AID 485275;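 active = plate passing quality check with inhibition over a set limit, or well fluorescence over plate mean plus 4 SD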;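 also: Nile Red retained in pooled yeast measured as flow cytometry median fluorescence; 0% = buffer negative control and 100% = Enniatin B positive control; higher means more Nile Red kept so more efflux inhibition; some compounds called inactive have numbers as strong as hits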
PME-1 inh = blocks human protein phosphatase methylesterase 1. Q9Y570. recombinant PME-1, FP-Rh probe fluorescence polarization. inhibition, % at 5.9 µM. 320,000 compounds, 0.53% hits;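 active = inhibition above the campaign mean of all compounds plus 3 SD, cut at about 26% in these data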;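 also: competitive labeling of PME-1 active site by serine hydrolase directed probe; 0% = PME-1 with DMSO and 100% = wells lacking PME-1 enzyme; inhibitors block probe labeling so polarization falls and inhibition rises; many of its hits are not listed in these tables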
MCL1-BIM inh = inhibitors of human MCL1 binding to BIM-BH3 peptide. Q07820. GST-MCL1 / FITC-Bim-BH3 fluorescence polarization. inhibition, % at 10.9 µM. 320,000 compounds, 0.68% hits. AID 2057;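 active = inhibition above the mean inhibition of all tested compounds plus 3 SD, set per campaign, cut at about 40% in these data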;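 also: 0% = DMSO wells and 100% = unlabeled Bim-BH3 peptide control; higher means more loss of mP so more displacement of Bim peptide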
Target sequence (Q07820 whole entry, looked up): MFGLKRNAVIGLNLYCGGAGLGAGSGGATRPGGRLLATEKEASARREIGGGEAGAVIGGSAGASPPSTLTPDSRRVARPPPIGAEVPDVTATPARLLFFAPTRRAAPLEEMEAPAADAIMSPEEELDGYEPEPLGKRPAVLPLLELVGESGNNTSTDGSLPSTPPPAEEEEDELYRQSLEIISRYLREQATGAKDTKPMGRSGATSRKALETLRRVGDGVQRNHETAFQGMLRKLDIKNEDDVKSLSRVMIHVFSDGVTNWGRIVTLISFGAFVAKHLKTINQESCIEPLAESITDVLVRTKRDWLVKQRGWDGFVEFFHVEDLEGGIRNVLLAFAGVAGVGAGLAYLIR
GLD-1 RNA inh = GLD-1-TGE RNA interaction inhibition (C. elegans); purified GLD-1 + fluorescein TGE RNA, fluorescence polarization; inhibition, % at 5.96 µM; 320,000 compounds, 0.44% hits;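 active = percent inhibition above a per-plate cutoff, the plate mean of test compounds plus 3 SD, cut at about 30% in these data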;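 also: 0% = DMSO wells with GLD-1 and probe and 100% = wells lacking GLD-1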
BCLXL inh = Bcl-xL (human) inhibition; Q07817; GST-Bcl-xL / FITC-Bim BH3 peptide fluorescence polarization; inhibition, % at 10.9 µM; 320,000 compounds, 0.7% hits; AID 2129;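 active = inhibition above the mean of all tested compounds plus 3 SD, cutoff set per campaign, cut at about 30% in these data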;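 also: 0% = DMSO wells and 100% = unlabeled Bim-BH3 peptide competitor; inhibitors lower millipolarization by displacing the labeled peptide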
Target sequence (Q07817 whole entry, looked up): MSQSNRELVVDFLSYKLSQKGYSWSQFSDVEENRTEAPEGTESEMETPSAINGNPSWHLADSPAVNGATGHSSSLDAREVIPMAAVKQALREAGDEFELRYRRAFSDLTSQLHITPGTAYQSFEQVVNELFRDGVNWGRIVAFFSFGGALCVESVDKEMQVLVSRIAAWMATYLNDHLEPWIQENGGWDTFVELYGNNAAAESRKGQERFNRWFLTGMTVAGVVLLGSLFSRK
Fam108B counter = counter-screen for RBBP9 inhibitors: inhibitors of mouse Fam108B; recombinant Fam108B, FP-Rh probe fluorescence polarization; inhibition, % at 9.51 µM; 300,000 compounds, 0.33% hits;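 active = inhibition above the screen mean inhibition plus 3 SD, computed separately per campaign, cut at about 18% in these data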;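 also: inhibitors lower polarization as less probe binds the enzyme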
MEX-5 binding = C. elegans MEX-5 TCR-2 RNA binding activity | 300,000 compounds, 0.38% hits | activity score (negative = inhibition of binding), % at 10 µM | AID 1832 | Q9XUB2 | MEX-5/FITC-TCR2 RNA binding, fluorescence polarization; stronger effect = lower value;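 active = inhibition past about -25% in most replicates, and total fluorescence under double the plate's negative control median, limit read from the data; inconclusive = replicates evenly split on the limit, or fluorescence at least double controls; inactive = too little inhibition in most replicates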;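 also: 0% = DMSO and -100% = 5 µM competing unlabeled TCR2 RNA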
Target sequence (Q9XUB2 whole entry, looked up): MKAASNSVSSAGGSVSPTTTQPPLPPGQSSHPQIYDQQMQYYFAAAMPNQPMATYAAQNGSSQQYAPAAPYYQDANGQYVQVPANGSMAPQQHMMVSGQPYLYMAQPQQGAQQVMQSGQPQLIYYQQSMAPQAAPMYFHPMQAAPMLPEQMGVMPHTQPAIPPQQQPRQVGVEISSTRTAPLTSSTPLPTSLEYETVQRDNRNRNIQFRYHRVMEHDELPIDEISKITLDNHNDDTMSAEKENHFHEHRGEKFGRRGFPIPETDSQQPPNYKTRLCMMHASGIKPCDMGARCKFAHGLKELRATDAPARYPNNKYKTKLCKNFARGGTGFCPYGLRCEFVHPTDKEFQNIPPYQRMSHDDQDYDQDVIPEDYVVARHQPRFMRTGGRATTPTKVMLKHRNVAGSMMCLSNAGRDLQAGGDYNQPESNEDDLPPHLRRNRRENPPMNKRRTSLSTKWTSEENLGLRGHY
GRK2 aptamer HTS = inhibitors of human GRK2 displacing RNA aptamer; bead flow cytometry, FAM-aptamer displacement from GRK2; inhibition of aptamer binding, % at 10 µM; 330,000 compounds, 0.59% hits;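 active = inhibition of aptamer binding above 40%, roughly 3 SD of noise, on plates passing a quality check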;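 also: median bead fluorescence of bound FAM aptamer so fluorescent compounds give negative values; no value below 0 was filed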
VLA-4 inh = inhibition in a human VLA-4 binding assay | VLA-4 expressing cells, ligand binding flow cytometry | inhibition, % (about 7 µM as worked out from the volumes in the protocol) | 330,000 compounds, 0.2% hits | AID 2557; in the data active = inhibition above about 50%
* marks the source's active call; other numbers are inactive results; u = inconclusive; x = no result given. An excerpt; count on the stated rates, not on these rows.

SMILES	Efflux pump mplx	PME-1 inh	MCL1-BIM inh	GLD-1 RNA inh	BCLXL inh	Fam108B counter	MEX-5 binding	GRK2 aptamer HTS	VLA-4 inh
Nc1nnc(CC(=O)N/N=C\c2ccc(-c3cccc(Cl)c3)o2)s1	0.0	-2	8	4	7	-5	-0.8	1	1
COc1ccc(C2CC(c3ccc(OC)c(OC)c3)=NN2C(=O)c2ccccc2)cc1 (stereo not given)	0.0	0	-8	-7	1	2	-1.8	1	2
O=C1/C(=C/c2cccc(F)c2)Oc2cc(O)ccc21	0.2	1	66*	70*	75*	9	u	3	3
Cc1ccc(OCC(=O)NCCCNC(=O)c2ccncc2)cc1	0.0	8	0	3	1	0	2.5	1	-1
CC1(CCc2ccccc2)NC(=O)N(CC(=O)Nc2ccccc2C#N)C1=O (stereo not given)	-0.1	-1	-15	4	-6	x	x	2	19
CCOC(=O)NC(=O)c1cn(Nc2ncc(Cl)cc2C(F)(F)F)c(=O)[nH]c1=O	-0.1	2	3	1	-1	-6	-1.5	2	12
O=S(=O)(c1ccc(F)cc1)N1CCCC1	-0.1	-11	6	-3	0	-2	-3.3	0	-3
Cc1nn(-c2ccccc2)c(Cl)c1C(=O)NCc1ccccc1F	0.0	5	9	5	2	1	0.1	0	-10
CCC(Cc1ccccc1)NC(=O)CN(C)S(=O)(=O)c1ccc2c(c1)c(=O)n(C)c(=O)n2C (stereo not given)	0.3	-1	6	2	0	0	0.8	0	25
O=C(CSc1cccc[n+]1[O-])c1cccs1	0.0	-3	6	5	-1	1	3.0	0	5
Cc1c(C(=O)NCc2ccc3c(c2)OCO3)oc2ccc(S(=O)(=O)N3CCCC3)cc12	-0.1	-2	3	5	2	0	-0.8	0	4
Cc1nc2c(c(C)nn2-c2ccccc2)c(C)c1Cl	-0.4	-3	4	1	3	-3	0.0	2	34
Cc1noc(C)c1CSc1ccccc1C(=O)N(C)CC(=O)Nc1cccc(F)c1	0.0	1	5	0	-1	-1	0.3	0	4
O=C(Nc1ccc([N+](=O)[O-])cc1)c1cc(Cl)sc1Cl	0.0	7	-7	-9	7	-3	-3.0	2	20
COC(=O)c1ccc(OCC(O)CN(CCO)CCO)cc1 (stereo not given)	-0.1	-11	1	-3	4	2	2.6	1	18
O=[N+]([O-])c1ccc(N2CCCC2)cc1N1CCCC1	0.1	10	10	-9	6	2	0.3	0	0
Cc1cc(C)nc(N2CCC(C(=O)Nc3ccc(Oc4ccccc4)cc3)CC2)n1	0.1	7	4	2	4	6	1.7	1	18
CC(C)C/C=C1\CCc2c([nH]c3ccccc23)C1=O	0.0	1	2	3	6	-2	-0.1	0	6
CCCCOc1ccccc1NC(=O)c1ccc(=O)[nH]c1	0.1	10	1	-5	8	2	1.5	2	-10
FC(F)(F)c1cccc(-c2ccn3ncnc3n2)c1	0.1	-4	-10	-15	1	-2	0.2	3	3
O=C(Nc1cccc(Cl)c1)C1CCCN(c2cnccn2)C1 (stereo not given)	-0.1	-2	5	-3	7	-1	0.4	2	5
CCCNc1nc2c(c(=O)n(C)c(=O)n2C)n1Cc1ccc(F)cc1	-0.3	0	-1	0	-1	1	-0.2	2	19
COCCOC(=O)C1=C(C)Nc2cc(=O)[nH]c(=O)n2C1c1cccc([N+](=O)[O-])c1 (stereo not given)	0.0	-1	5	3	4	7	1.0	0	17
COc1ccc(S(=O)(=O)N2CCN(CCc3ccccc3)CC2)c(OC)c1	0.4	3	-2	-1	5	1	1.4	0	25
CCO[C@H]1OC(C(=O)N2CCN(Cc3ccc4c(c3)OCO4)CC2)=C[C@@H](C(C)(C)C)[C@@H]1CCCO	0.1	-1	2	10	7	7	3.1	1	21

Carrying on.
SMILES	Efflux pump mplx	PME-1 inh	MCL1-BIM inh	GLD-1 RNA inh	BCLXL inh	Fam108B counter	MEX-5 binding	GRK2 aptamer HTS	VLA-4 inh
Cc1occc1C(=O)N/N=C/c1cccc2ccccc12	0.1	-6	14	4	3	2	3.7	0	11
O=C(/C=C/c1ccccc1)N1CCN(S(=O)(=O)c2ccc(F)cc2)CC1	0.0	8	12	1	5	0	0.5	0	6
S=c1nccc(-c2cc(Cl)sc2Cl)[nH]1	0.2	1	2	12	3	0	2.9	0	5
Cc1noc2ncnc(Oc3ccc4ccccc4c3)c12	0.0	-3	-1	4	2	1	x	1	4
Cc1cccc(N2CCN(S(=O)(=O)c3cccc4nonc34)CC2)c1C	0.0	-6	-9	6	-2	2	4.4	0	14
CCOC(=O)c1cnn(CCOC(=O)c2ccc(F)cc2)c1NC(=O)c1ccc(F)cc1	-0.2	0	0	-3	-2	-1	2.5	0	9
O=C(NC12CC3CC(CC(C3)C1)C2)c1ccc(Br)o1	-0.4	-1	-2	3	-1	4	-5.1	4	12
COC(=O)CNC(=O)C1CCCN1C(=O)CNC(=O)OC(C)(C)C (stereo not given)	-0.1	-5	8	-3	6	-2	-3.4	1	19
COc1cc(C)c(C(=O)CC(=O)c2c(C)cc(OC)cc2C)c(C)c1	0.0	-3	2	20	8	0	-2.7	1	-5
CSc1nc2ccccc2c(=O)n1C1CCCCC1	0.0	4	1	-5	7	3	-1.5	3	4
CC(C)NC(=O)C1CCCN(S(=O)(=O)c2cccs2)C1 (stereo not given)	-0.1	4	3	-6	1	0	-0.6	2	0
CCOc1ccc(C(=O)c2cnc3ccccc3c2N2CCN(CC)CC2)cc1	-0.4	3	-1	-2	3	-3	-1.0	4	22
N#Cc1ccccc1NC(=O)COc1ccc2c(c1)OCO2	0.0	-3	-4	-1	-5	-3	-0.3	1	0
O=C1CC(N2CCN(c3ccc(O)cc3)CC2)C(=O)N1Cc1cccs1 (stereo not given)	0.0	2	14	15	17	0	x	1	-1
Cc1ccsc1-c1nc(CSCC(=O)NCCN2CCCC2)c(C)o1	0.3	0	4	1	2	3	2.7	0	-27
COc1ccc(N2CCN(C(c3ccccc3OC)c3nnnn3Cc3ccco3)CC2)cc1 (stereo not given)	0.0	6	-2	-1	6	5	-0.7	1	2
NC(=O)c1ccc(NC(=O)CCN2C(=O)c3ccccc3C2=O)cc1	-0.1	2	9	-2	2	6	0.2	0	-5
CCOc1ccc(CN2CCN(C(=O)c3cccc4ccccc34)CC2)cc1	0.0	21	-7	5	1	-1	0.1	2	1
CCN1CCN(CCNC(=O)c2ccc(/C=C3/Sc4ccccc4N(Cc4cccc(C)c4)C3=O)cc2)CC1	0.8	6	8	4	3	-12	4.8	0	8
COc1cccc(CN2CCN(C(c3ccccc3)c3ccccc3)CC2)c1O	0.6	-1	1	0	-3	0	-0.7	1	15
C[C@@H]1CCC[C@@]2(O[C@@H](CCO)C[C@@H](O)[C@@H]2O)O1	0.1	-1	-3	-2	2	-2	2.1	0	-5
CCOC(=O)C1C(=O)C=C(c2cccc(NS(C)(=O)=O)c2)CC1c1ccco1 (stereo not given)	-0.1	-2	4	0	1	-3	-0.2	0	-5
CC(=O)Oc1ccc(C(c2ccc(OC(C)=O)cc2)c2ccccn2)cc1	-0.1	1	-1	7	2	1	-0.8	3	-11
OC[C@H]1O[C@@H]2O[C@H]3[C@H](O)[C@@H](O)[C@@H](O[C@H]4[C@H](O)[C@@H](O)[C@@H](O[C@H]5[C@H](O)[C@@H](O)[C@@H](O[C@H]6[C@H](O)[C@@H](O)[C@@H](O[C@H]7[C@H](O)[C@@H](O)[C@@H](O[C@H]1[C@H](O)[C@H]2O)O[C@@H]7CO)O[C@@H]6CO)O[C@@H]5CO)O[C@@H]4CO)O[C@@H]3CO	0.1	5	-8	-1	4	6	-1.6	0	-12
COc1ccc(CNC(=O)CCS(=O)(=O)c2ccc3c(c2)CC(C)N3C(=O)C2CC2)cc1 (stereo not given)	0.1	2	-4	4	3	-5	2.1	0	-5

The list goes on.
SMILES	Efflux pump mplx	PME-1 inh	MCL1-BIM inh	GLD-1 RNA inh	BCLXL inh	Fam108B counter	MEX-5 binding	GRK2 aptamer HTS	VLA-4 inh
Cc1[nH]c2ccccc2c1C(=O)CSc1nc2ncc(Cl)cc2[nH]1	-0.1	-5	-9	-6	-2	-76	-4.0	0	2
CN(C)CCN1C(=O)C2C3C=CC(C3)C2C1=O (stereo not given)	0.0	-4	-2	1	1	2	-1.7	0	-9
C=CCn1c(COc2ccc(CC)cc2)nnc1SCC(=O)N(C)C1CCS(=O)(=O)C1 (stereo not given)	0.0	0	-2	-8	0	0	-1.7	0	2
COc1ccc(Oc2ncnc3c2oc2ccc(Br)cc23)cc1	0.3	3	-4	-2	-1	1	x	0	-3
COc1ccc(CNC(=O)CNS(=O)(=O)c2ccc(Cl)cc2)cc1	0.0	-3	17	2	1	0	-2.4	0	6
Cc1cccc(NC(=O)c2n[nH]c([N+](=O)[O-])c2Br)c1C	-0.1	-8	-7	-4	-2	0	0.2	1	-15
COC(=O)C1(C)CCC(C(=O)Nc2ccccc2)C1(C)C (stereo not given)	-0.1	-4	1	-2	1	1	x	0	15
O=S(=O)(c1ccc(F)cc1)N1CCC(N2CCCC2)CC1	-0.1	-7	8	2	13	-8	x	0	-15
O=C(N/N=C/c1cc(Cl)cc([N+](=O)[O-])c1O)C(O)(c1ccccc1)c1ccccc1	0.1	-6	9	-1	3	8	u	1	7
Cc1ccc(C(=O)Cn2c(C(=O)OCCO)cc3ccccc32)cc1	0.0	x	x	x	x	x	1.6	1	15
CC1CCN(S(=O)(=O)c2ccc(NC(=O)Cn3nnc(-c4ccccc4)n3)cc2)CC1	0.0	-59	1	4	0	-39	0.8	3	12
Cn1cccc1Cc1nnc(SCC(N)=O)n1-c1ccc(F)cc1	-0.1	2	-2	-6	-2	-2	-1.7	2	26
CCc1ccccc1N/C(=N\S(=O)(=O)c1ccccc1)C(F)(F)F	0.0	8	-1	3	1	-1	-0.6	0	-10
Cc1ccc(NC(=O)c2cccs2)cc1NC(=O)c1cccc(F)c1	0.1	-6	-1	14	-1	-6	-1.7	0	4
Cc1ccc(NC(=O)CS(=O)CC(=O)Nc2ccc3c(c2)OCO3)cc1Cl (stereo not given)	-0.1	1	13	2	7	-1	0.6	0	5
CN1CCN(S(=O)(=O)c2ccc(Sc3nc4ccccc4[nH]3)c3nsnc23)CC1	0.3	-12	19	4	10	-2	-2.1	0	-11
O=C(O)CSCC(=O)N1CCN(c2ncnc3scc(-c4ccccc4)c23)CC1	-0.2	3	7	5	3	-1	-2.4	0	0
O=C(O)CCSc1nnc(-c2ccc3c(c2)OCO3)o1	-0.4	-7	-2	-1	5	0	1.5	5	-3
COc1ccc(CCOC(=O)c2ccc(N)c([N+](=O)[O-])c2)cc1	6.6*	4	5	7	1	2	2.2	4	-8
CC(=O)OC(C(=O)N1CCN(c2ccccc2F)CC1)c1ccccc1 (stereo not given)	0.1	-3	9	-1	11	4	0.0	1	22
Cc1cc(=O)[nH]c2c(C)cc(S(=O)(=O)NCc3ccccc3)cc12	0.1	-1	3	6	-1	-3	3.5	6	2
O=C1c2ccccc2C(=O)N1CCCCN(C(=O)c1cc([N+](=O)[O-])ccc1Cl)c1ccc(Cl)cc1	0.5	1	-14	3	-7	-2	0.7	1	-14
CSc1nnc(-c2ccc(C(F)(F)F)nc2C)o1	0.1	-3	-6	6	1	1	2.0	0	4

Screens as filed in PubChem.
